Compound activity deposited in PubChem by several laboratories.
BoNT-A LC inh2: blocks Botulinum neurotoxin A light chain protease; multiplex microsphere protease substrate cleavage, flow cytometry; inhibition, % at 10 µM; hit rate 0.17% among 360,000; AID 588499; note: plate controls were buffer without enzyme for full effect and enzyme alone for no effect
PfHsp40 rescue: restores yeast growth despite PfHsp40 toxicity; S. cerevisiae expressing PfHsp40, growth rescue, ATP luminescence; growth rescue, % at 12.5 µM; hit rate 0.68% among 340,000; in the data active = growth rescue above about 28%, passing the limit was not always enough; inconclusive = no clear call, values can overlap the other calls;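 note: yeast W303a lacking pdr1 and pdr3 grown in galactose medium; growth measured after three days at 30 °C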
Vc quorum ag: induces V. cholerae light production without autoinducers; activation, % at 18.7 µM; V. cholerae BH1578 lux reporter, luminescence, 6 h; hit rate 0.16% among 350,000; in the data active = activation mostly above about 9.7%, no sharp cut-off; inconclusive = no clear call, values can overlap the other calls; inactive = mostly below about 3.7%; note: not every result past the cut was called active; inactives centre near 0; reference of the scale not given here
TcdB inh: blocks C. difficile toxin B glycohydrolase activity; AID 652162; TcdB glycohydrolase enzymatic assay, plate reader; hit rate 0.24% among 350,000; P18177; inhibition, % at 9.99 µM; in the data active = inhibition above about 10%
CCHFV vOTU inh: blocks the CCHF virus ovarian tumor domain protease; CCHFV vOTU protease, Pep-AMC fluorescence; hit rate 0.55% among 370,000; inhibition, % at 11.5 µM; in the data active = inhibition above about 30%; note: 0% = vehicle wells with enzyme and 100% = no enzyme wells
PriA SSB inh: inhibitors of Klebsiella pneumoniae PriA binding to SSB C-terminal tail. AlphaScreen SSBct-PriA binding, biotinylated peptide. hit rate 0.6% among 430,000. inhibition, % at 33 µM; in the data active = inhibition mostly above about 37%, no sharp cut-off; inactive = mostly below about 20%;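 note: plate controls were negative control peptide for no effect and reference peptide for full effect; strong numbers were not always called active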
Anthrax LF inh2: blocks Bacillus anthracis lethal factor protease; multiplex microsphere protease cleavage assay, LF; P15917; hit rate 0.12% among 360,000; inhibition, % at 10 µM; note: plate controls were buffer without enzyme for full effect and enzyme alone for no effect
Target sequence (P15917 whole entry, looked up): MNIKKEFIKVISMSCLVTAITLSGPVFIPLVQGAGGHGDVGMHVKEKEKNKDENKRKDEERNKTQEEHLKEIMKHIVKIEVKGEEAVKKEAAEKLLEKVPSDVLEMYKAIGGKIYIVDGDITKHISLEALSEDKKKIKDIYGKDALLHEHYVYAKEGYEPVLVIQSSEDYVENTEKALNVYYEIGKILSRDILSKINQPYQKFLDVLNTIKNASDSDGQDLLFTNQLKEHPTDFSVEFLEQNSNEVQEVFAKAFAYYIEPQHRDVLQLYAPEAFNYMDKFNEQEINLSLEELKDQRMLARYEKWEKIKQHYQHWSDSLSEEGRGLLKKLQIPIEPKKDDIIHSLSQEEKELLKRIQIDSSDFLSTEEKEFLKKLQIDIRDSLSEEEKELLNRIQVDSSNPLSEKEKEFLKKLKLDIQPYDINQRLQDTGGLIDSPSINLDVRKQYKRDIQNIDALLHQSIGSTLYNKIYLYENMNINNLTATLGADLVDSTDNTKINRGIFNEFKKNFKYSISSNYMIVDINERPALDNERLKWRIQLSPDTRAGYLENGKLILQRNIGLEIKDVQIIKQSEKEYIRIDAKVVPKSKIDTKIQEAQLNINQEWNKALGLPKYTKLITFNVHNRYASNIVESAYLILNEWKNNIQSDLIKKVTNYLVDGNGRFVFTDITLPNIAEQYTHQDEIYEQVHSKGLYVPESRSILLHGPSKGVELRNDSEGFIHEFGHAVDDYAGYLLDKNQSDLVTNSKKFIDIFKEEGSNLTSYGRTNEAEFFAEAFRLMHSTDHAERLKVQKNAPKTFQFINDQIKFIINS
Yp Topo-I inh: blocks Yersinia pestis topoisomerase I activity | hit rate 0.064% among 360,000 | Y. pestis Topo-I cleavage product accumulation, plate reader | activity, % at 10 µM; in the data active = activity above about 50%, passing the limit was not always enough; inconclusive = no clear call, values can overlap the other calls; note: inactives centre near 2
3CLpro inhibitor: SARS-CoV 3CLpro protease inhibition; recombinant SARS-CoV 3CLpro, quenched FRET peptide cleavage; hit rate 0.14% among 290,000; inhibition, % at 6 µM; in the data active = inhibition above about 12%
VHR inh abs: DUSP3 (human) phosphatase inhibition. recombinant VHR phosphatase, pNPP absorbance. inhibition, % at 13.3 µM. hit rate 0.52% among 290,000. AID 1654; in the data active = inhibition above about 50%; note: some compounds called inactive have numbers as strong as hits
Target sequence (P51452 whole entry, looked up): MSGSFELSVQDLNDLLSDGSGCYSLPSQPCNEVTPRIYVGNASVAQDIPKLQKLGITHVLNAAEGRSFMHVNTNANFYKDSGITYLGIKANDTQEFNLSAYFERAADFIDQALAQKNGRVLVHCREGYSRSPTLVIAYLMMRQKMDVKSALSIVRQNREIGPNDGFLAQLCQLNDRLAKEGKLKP
The depositor's hits bear a star; i = inactive; ? = inconclusive; nt = not tested or not shown; & = joins results of further samples. Cut-off read from the data, not from the text of the source, unless noted: active = inhibition above about 30%; inconclusive = no clear call, values can overlap the other calls; inactive = below that. A portion of the library; the hit share may differ from the screen's.

SMILES	BoNT-A LC inh2	PfHsp40 rescue	Vc quorum ag	TcdB inh	CCHFV vOTU inh	PriA SSB inh	Anthrax LF inh2	Yp Topo-I inh	3CLpro inhibitor	VHR inh abs
CC(C)CCOCC1CC2(CC(C)(c3csc(N)n3)OC2=O)C(=O)O1 (configuration not stated)	0.3	0.7	i	nt	13	-2	-2	-3	-2	15
Cc1ccc(C(=O)NC2CCCCCCC2)cc1S(=O)(=O)N1CCOCC1	-2.2	-0.7	-0.9	-3.2	-2	-6	-6	8	nt	nt
CCC(NC(=O)CCc1nnc(-c2cc(C)on2)o1)C12CC3CC(CC(C3)C1)C2 (configuration not stated)	1.1	0.3	i	0.0	2	-3	-1	11	0	-8
COC(=O)CCS(=O)(=O)c1ccc(Cl)c(Cl)c1	nt	nt	nt	nt	-3	-11	nt	nt	1	-5
NC(=O)C1=C[C@H](c2ccc(Br)cc2)C[C@H](OCc2ccc(CO)cc2)O1	0.3	-1.9	0.0	-0.6&0.3	-3	2	-5	25	3	14
O=C(O)c1c[nH]c(=S)n1-c1ccc(F)cc1	-1.0	1.4	-0.2	nt	-7	0	-5	-2	2	18
O=C(NC(=S)Nc1cccc(S(=O)(=O)NC2=NCCC2)c1)c1cc(-c2ccco2)nc2ccccc12	0.0	-1.2	-0.3	-0.2	-10	4	-1	-7	5	19
CC(=O)c1cc2c(cc1NC(=O)CN1Cc3ccccc3C1=O)OCO2	-4.0	0.1	i	0.2	7	-4	-1	2	-4	10
COc1ccc(CN(C(=O)c2snc(C(N)=O)c2N)C(C)C(=O)NCc2ccc(F)cc2)cc1 (configuration not stated)	-2.5	0.9	-0.6	1.3	-5	1	-3	18	-1	12
O=C(COC(=O)c1ccccc1Cl)Nc1ccc2[nH]c(=O)[nH]c2c1	-9.4	-1.0	i	1.7	-3	-12	-5	-10	nt	nt
COc1ccc(NC(=O)Cc2nnc(SCC(=O)c3ccccc3)n2C)cc1	-1.4	-1.5	-0.4	-0.5	5	-12	0	-4	-1	13
O=C(Nc1cc(S(=O)(=O)N2CCOCC2)ccc1N1CCCCC1)c1cc(-c2ccccn2)nc2ccccc12	-1.1	-0.8	i	0.5	0	7	4	6	-2	14
c1ccc(-c2cncnc2)cc1	-0.4	-1.6	i	1.5	0	-25	0	6	nt	nt
Cn1c(SCC(=O)NCc2ccc3c(c2)OCO3)ncc(C(=O)Nc2ccc(F)cc2)c1=O	-0.1	-0.3	5.1	-0.2	-11	-14	-1	9	nt	nt
O=C(N1CCOCC1)N(Cc1ccco1)CC1CCCO1 (configuration not stated)	0.1	1.0	-1.0	nt	1	2	-1	4	4	33
c1ccc(Oc2cc(-n3cncn3)ncn2)cc1	0.4	1.1	-0.4	-0.3	-20	-7	-1	0	0	-17
Cc1ccc(Nc2nc(-c3ccccc3)cs2)nc1	4.2	7.4	i	0.8	-11	-16	-14	-9	4	17
CCc1nc2ccccc2nc1N1CCN(S(=O)(=O)c2ccc(Cl)cc2)CC1	?	0.3	-0.6	-1.3	6	-5	-8	25	4	28
NC(N)=N/N=C/c1ccc(Cl)cc1Cl	?	0.1	-0.8	1.1	-9	nt	15	-6	1	5
Clc1ccc(-n2nnnc2-c2cnc3ccccc3c2-c2ccccc2)cc1	0.0	-0.4	-0.6	0.4	-3	-12	4	14	4	1
Cc1ncc([N+](=O)[O-])n1CCOC(=O)NC(Nc1ccc(F)cc1)C(Cl)(Cl)Cl (configuration not stated)	0.9	-0.5	-0.2	0.6	8	-10	6	-13	1	-4
Cc1c(NC(=O)C(C)N2C(=O)c3ccccc3C2=O)c(=O)n(-c2ccccc2)n1C (configuration not stated)	-0.1	-0.7	i	nt	7	-7	0	-1	-1	-19
COc1ccc2c(C#CCCO)c(-c3ccc(S(C)(=O)=O)cc3)sc2c1	1.4	0.5	0.8	0.0	-177	0	5	4	nt	nt
COC(=O)c1[nH]c2cc(OC)ccc2c1NC(=O)CN1CCC(C(N)=O)CC1	-0.1	-1.0	-5.4	nt	-9	-15	1	-2	0	4
COc1ccc(C(=O)N/N=C\c2coc3ccc(C)cc3c2=O)cc1	0.4	0.1	-0.4	0.0	14	nt	-1	0	-3	19
CC(=O)c1sc(C(C)(C)C)cc1NC(=O)CCC(=O)O	-0.3	-0.4	-0.5	0.5	-12	-14	-4	6	-2	5
CCOc1ccc(NC(=O)CN(C)C(=O)c2c(C)noc2C)cc1OCC	1.0	-0.9	i	0.6	1	-3	-3	8	nt	nt
Cc1cc(C)nc(NC(=S)Nc2ccc(Br)cc2Cl)c1	-0.6	0.0	-0.1	-0.3	1	-1	0	-10	2	6
N#CCCn1cc(C(=O)Nc2ccc(C(=O)O)cc2)c(-c2cccs2)n1	-1.0	-0.2	-0.2	0.7	-11	-11	-2	0	-2	12
Cc1ccc(CN2CCN(Cc3ccon3)CC2CCO)cc1 (configuration not stated)	-1.1	-1.8	0.3	1.5	-16	-2	-12	6	2	8
CC(=O)N1c2ccc(S(=O)(=O)N3CCCC3C(=O)Nc3ccc(C)cc3)cc2CC1C (configuration not stated)	0.1	-0.3	1.9	0.5	8	-5	3	9	7	21
COC(=O)C(Cc1ccc(O)cc1)NC(=O)CCC(=O)Nc1ccc(S(N)(=O)=O)cc1 (configuration not stated)	-0.6	0.2	i	nt	6	-5	1	-4	1	21
NC(=S)c1cn(C2OC(CO)C(O)C2O)c2ncnc(N)c12 (configuration not stated)	-0.5	0.0	-5.6	-1.1	-2	-7	6	0	0	36
CCn1c(NC(=O)Nc2cccc(C)c2C)cc2sccc21	6.0	0.3	-0.1	0.3	13	2	-30	-14	-3	25
CC(=O)Nc1ccc(NC(=O)CCn2cnnn2)cc1	-0.2	-0.5	-0.4	0.8	-13	-4	-2	9	-2	19
O=C(O)c1cc(=O)c2c(Cl)cc(Cl)cc2[nH]1	-0.5	4.7	-1.1	1.4	3	-4	7	-2	nt	nt
O=C(NC1CCCCC1)C1CCN(S(=O)(=O)N2CCOCC2)CC1	-0.6	-0.8	1.0	nt	-3	-15	-2	3	6	18
COc1cc(/C=N/NC(=O)c2nnn(-c3nonc3N)c2C)ccc1OCc1ccc(Cl)cc1	0.0	nt	i	0.6	-5	nt	-1	-1	nt	nt
CC(C)(C)c1ccc(-c2nnc(SC3CCOC3=O)n2Cc2ccccc2)cc1 (configuration not stated)	1.7	0.6	i	1.5	20	11	11	36	-1	2
CC(C)(C)OC(=O)N(CCc1ccccc1)Cc1ccc(OCc2cccc(NC(=O)/C=C/c3ccccc3)c2)cc1	-0.3	-0.9	i	1.0	16	-13	0	0	nt	nt
Cn1c(/C=N/c2nc3ccccc3[nH]2)nc2ccccc21	-2.9	0.5	i	nt	-9	nt	-3	-1	-7	12
COc1ccc2[nH]cc(/C=C/c3cc[n+](C)cc3)c2c1	-1.7	0.4	-1.4	-4.3	21	-8	-14	-4	-18	-16
Cc1cnc(C=NNC(N)=S)c2cccc(N)c12	-0.7	-2.0	i	-0.4	45*	14	-6	-16	nt	nt
O=C(CC(=O)NN=Cc1ccc2c(c1)CCC2)NN=Cc1ccc2c(c1)CCC2	0.4	-1.1	i	0.4	-3	2	-3	6	nt	nt
CCOC(=O)c1c(Cc2ccccc2)c[nH]c1C	-1.4	-0.5	-0.9	-0.3	-9	3	0	1	0	-11
CC1CN(C(=O)N2CCOCC2)CCN1C(=O)N1CCOCC1 (configuration not stated)	0.4	0.9	0.4	-0.4	4	3	0	0	-1	13
CCOc1ccccc1OCCOCCN1CC(C)OC(C)C1 (configuration not stated)	-0.1	0.9	-5.4	nt	2	-7	-2	-3	-1	-2
CC(C)CNC(=O)COC(=O)c1c2c(nc3ccccc13)CCC2	3.0	1.0	i	-0.4	-5	-4	-8	-5	0	23
COC(=O)c1cc(S(=O)(=O)NCCc2cccc(C)c2)cn1C	2.2	0.2	-0.2	8.3	-4	-23	0	5	7	7
CCc1nnc(NC(=O)C2CCCN2C(=O)NC2CCCCC2)s1 (configuration not stated)	-0.2	-0.8	-0.6	nt	6	-3	1	-3	5	-1

More results follow:
SMILES	BoNT-A LC inh2	PfHsp40 rescue	Vc quorum ag	TcdB inh	CCHFV vOTU inh	PriA SSB inh	Anthrax LF inh2	Yp Topo-I inh	3CLpro inhibitor	VHR inh abs
CC(C)(C)C(=O)OCc1nc(-c2ccc(C(F)(F)F)cc2)cs1	?	-0.3	i	1.0	5	-19	-20	-4	3	3
O=C(Nc1ccn(Cc2cccc3ccccc23)n1)c1cccnc1	1.2	0.3	-0.4	-1.9	15	1	-3	11	-1	5
COc1ccc(C2CC(=O)c3cnc(NC(=O)c4cccc(OC)c4)nc3C2)cc1 (configuration not stated)	0.4	1.9	-0.5	nt	-4	-11	-4	2	-2	19
Cc1cc2cc3c(=O)[nH]c(=O)nc-3n(CC(O)C(O)C(O)CO)c2cc1C (configuration not stated)	0.5	0.5	nt	-0.5	-124	-12	-8	8	nt	nt
O=S(=O)(Nc1nc2ccccc2nc1NCCN1CCOCC1)c1cccc(Cl)c1	-0.9	0.1	i	nt	5	-8	-9	-7	1	28
Cc1ccc(COC(=O)CCN=C2NS(=O)(=O)c3ccccc32)cc1	-2.4	-0.6	1.5	-2.3	4	4	-4	2	nt	nt
O=C(NNC(=O)C1CCCCC1)c1cnccn1	2.6	-1.0	-0.4	nt	-1	-3	1	-5	2	19
CCOc1ccc(CCNS(=O)(=O)c2ccc3c(c2)NC(=O)CC(=O)N3)cc1OCC	0.2	13	-0.2	0.2	-1	2	-5	10	2	-1
COc1ccc(C2(CNC(=O)Cc3ccc(OC)c(OC)c3)CCOCC2)cc1	1.1	-1.0	2.9	nt	-5	6	-8	-5	1	31
O=c1c2sccc2nc(SCc2cc(=O)n3ccccc3n2)n1Cc1ccccn1	nt	nt	nt	2.9	-3	nt	nt	nt	0	6

Record cards, from the list above. Order of values: BoNT-A LC inh2	PfHsp40 rescue	Vc quorum ag	TcdB inh	CCHFV vOTU inh	PriA SSB inh	Anthrax LF inh2	Yp Topo-I inh	3CLpro inhibitor	VHR inh abs
Results for `Cc1ccc(COC(=O)CCN=C2NS(=O)(=O)c3ccccc32)cc1` = -2.4	-0.6	1.5	-2.3	4	4	-4	2	nt	nt
Results for `COc1ccc(C2(CNC(=O)Cc3ccc(OC)c(OC)c3)CCOCC2)cc1` = 1.1	-1.0	2.9	nt	-5	6	-8	-5	1	31
Results for `Cc1cc2cc3c(=O)[nH]c(=O)nc-3n(CC(O)C(O)C(O)CO)c2cc1C` (configuration not stated) = 0.5	0.5	nt	-0.5	-124	-12	-8	8	nt	nt

Next section:
SMILES	BoNT-A LC inh2	PfHsp40 rescue	Vc quorum ag	TcdB inh	CCHFV vOTU inh	PriA SSB inh	Anthrax LF inh2	Yp Topo-I inh	3CLpro inhibitor	VHR inh abs
COc1ccc(C(=O)Nc2ccc(C(=O)N3CCCCC3C)cc2)c(OC)c1OC (configuration not stated)	-1.4	-1.6	-5.9	0.3	7	-4	-2	26	-4	38
Cc1[nH]n(-c2ccccc2)c(=O)c1N=Nc1ccc2c(c1)OCO2	nt	1.2	i	1.0	-5	6	nt	-10	0	27
COc1ccc(/C=C2\COc3ccccc3C2=O)cc1OC	0.3	2.0	-0.3	nt	9	4	-1	27	2	-7
CCC(C(=O)NCc1cccnc1)c1ccccc1 (configuration not stated)	0.1	-0.3	4.1	0.6	-11	-9	-2	-2	-1	4
CN(C)c1ncc(C2=C(Cl)C(=O)C(N3CCCC3)=C(Cl)C2=O)s1	1.6	-0.9	i	nt	62*	-3	-8	2	6	nt
Cc1onc(-c2ccccc2Cl)c1C(=O)OCn1nnc2ccccc2c1=O	0.8	0.0	-0.9	nt	1	-12&-8	-1	-8	4	16
CC1C(=O)C(C)C(c2cc(Cl)ccc2O)NC1c1cc(Cl)ccc1O (configuration not stated)	1.6	0.5	-0.6	0.6	-9	-12	-2	-9	-5	-14
CC(C)(C)C(=O)Cn1ncc(NC2CC2)c(Br)c1=O	0.1	0.4	i	nt	8	15	0	-3	-1	-7
Cc1cccc(S(=O)(=O)N(C)C[C@H]2OCc3cnnn3CCCC(=O)N([C@@H](C)CO)C[C@H]2C)c1	-0.3	nt	-2.4	-0.3&-0.8	-3	nt	-1	4	nt	nt
